Screening data: PubChem BioAssay, The Scripps Research Institute Molecular Screening Center
S1P3 antagonist – antagonists of human S1P3 receptor | 170,000 compounds, 0.27% hits | CHO S1P3 NFAT-BLA reporter, FRET fluorescence, antagonist mode | AID 485 | inhibition, % at 4.98 µM;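 active = inhibition above the plate cutoff, the mean inhibition of test wells on that plate plus 3 SD, cut at about 28% in these data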;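 note: cells challenged with S1P at its EC80 of 0.8 µM; blue over green emission ratio from cleaved BLA substrate after 4 h stimulation; 0% = S1P-stimulated wells and 100% = unstimulated DMSO-only wells; some compounds past the cut are filed as inactive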
Target sequence (Q99500 whole entry, looked up): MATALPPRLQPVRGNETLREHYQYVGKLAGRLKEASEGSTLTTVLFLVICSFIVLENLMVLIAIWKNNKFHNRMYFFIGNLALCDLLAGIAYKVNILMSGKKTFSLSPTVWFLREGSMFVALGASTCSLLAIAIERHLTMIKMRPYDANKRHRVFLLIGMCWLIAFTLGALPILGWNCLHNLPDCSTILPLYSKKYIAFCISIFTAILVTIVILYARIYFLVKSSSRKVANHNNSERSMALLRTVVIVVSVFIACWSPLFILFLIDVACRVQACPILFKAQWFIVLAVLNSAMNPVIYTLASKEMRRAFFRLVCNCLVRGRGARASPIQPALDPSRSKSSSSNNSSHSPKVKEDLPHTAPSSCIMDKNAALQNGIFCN
Active calls of the source: *; & = joins results of further samples. These rows are one share of the data (hit frequency here may not be typical).

Results for CC(OC(=O)c1ccc(Cl)c(S(=O)(=O)Nc2ccc(F)cc2)c1)C(=O)NC(N)=O (configuration not stated) ?
S1P3 antagonist: 2.3

What do the screens show for `c1ccc(CNc2c3c(nc4ncnn24)CCC3)cc1`?
S1P3 antagonist: -12.1

How did CSc1nnc(C(C)(C)C)c(=O)n1/N=C/c1ccccc1 do in these assays?
S1P3 antagonist: 2.5

What do the screens show for `CC(O)CNc1nc2sc3c(c2c(=O)n1Cc1ccco1)CCCCC3` (configuration not stated)?
S1P3 antagonist: -3.5

Results for O=C(c1cnc2ccccc2n1)N1CCN(c2ccc(C(F)(F)F)cn2)CC1 ?
S1P3 antagonist: -7.1

What do the screens show for `Cc1cc(/C(N)=N/OC(=O)c2ccccc2Cl)no1`?
S1P3 antagonist: -3.0

How did CC(=O)C1=C(C)OC(N)=C(C#N)C1c1cccc2ccccc12 (configuration not stated) do in these assays?
S1P3 antagonist: -6.2

What do the screens show for `CC(=O)Nc1cc(NC(C)=O)ncn1`?
S1P3 antagonist: 11.4

What do the screens show for `CCC1CCCCN1C(=S)NC(=O)c1cc(S(=O)(=O)N2CCOCC2)ccc1C` (configuration not stated)?
S1P3 antagonist: -17.9

How did Cc1cc(C)nc(N2CCC(C(=O)NNC(=O)c3ccc(Cl)cc3)CC2)n1 do in these assays?
S1P3 antagonist: -5.5

How did COC(=O)c1c(C)noc1-c1snnc1C do in these assays?
S1P3 antagonist: 8.4

How did O=C(Nc1cccc2ccccc12)N1CCCN(c2c(Cl)cncc2Cl)CC1 do in these assays?
S1P3 antagonist: -3.4

What do the screens show for `FC(F)(F)c1ccncc1-c1nnnn1-c1ccc(Cl)cc1`?
S1P3 antagonist: 0.9

What do the screens show for `NS(=O)(=O)c1cccc(NC(=O)CSc2nnc(C3CC3)n2Cc2ccccc2)c1`?
S1P3 antagonist: -3.4

What do the screens show for `CCOC(=O)c1c(NC(=O)c2noc3c2CCCC3)sc2c1CCCC2`?
S1P3 antagonist: -9.5

Results for N#CCCC1CCCC=C1N(Cc1ccccc1)C(=O)C(Cl)Cl (configuration not stated) ?
S1P3 antagonist: 13.9

How did O=C(O)C1CCCN1C(=O)OCC1c2ccccc2-c2ccccc21 (configuration not stated) do in these assays?
S1P3 antagonist: -9.3

Results for Cn1cnnc1Sc1ccc(C(=O)OCC(=O)NCC(F)(F)F)cc1[N+](=O)[O-] ?
S1P3 antagonist: -4.4

What do the screens show for `C=CCn1c(O)c(N=NC(=O)C(O)c2ccccc2)c2ccccc21` (configuration not stated)?
S1P3 antagonist: 7.4

Results for CC1(C)CC2CC(C)(CN2/C=C2/CCCCC2=O)C1 (configuration not stated) ?
S1P3 antagonist: -6.9

Pulled by compound from the list above:
How did COC(=O)c1c(C)noc1-c1snnc1C do in these assays?
S1P3 antagonist: 8.4

How did O=C(O)C1CCCN1C(=O)OCC1c2ccccc2-c2ccccc21 (configuration not stated) do in these assays?
S1P3 antagonist: -9.3

Next part:
Results for CCCOc1ccc(N2C(=O)CC(N(CCc3ccc(OC)c(OC)c3)C(=O)c3ccccc3)C2=O)cc1 (configuration not stated) ?
S1P3 antagonist: -21.0

How did Cc1onc(-c2ccccc2Cl)c1C(=O)NC(=S)Nc1ccc(C(C)C)cc1 do in these assays?
S1P3 antagonist: -5.6

How did Cc1ccc2oc(C(F)(F)C(F)F)cc(=O)c2c1 do in these assays?
S1P3 antagonist: -6.5

Results for Cc1onc(-c2c(Cl)cccc2Cl)c1NC(=O)NN(C)C ?
S1P3 antagonist: -8.2

What do the screens show for `Cc1cc(C)nc(NC(N)=S)n1`?
S1P3 antagonist: 1.8

What do the screens show for `N#CC(=C=[N-])c1nc2ccccc2nc1-[n+]1cccc(NC(=O)c2ccccc2)c1`?
S1P3 antagonist: -12.3&-7.0

Results for CCCNC(=O)Nc1nc2ccccc2s1 ?
S1P3 antagonist: -1.0

Results for COc1ccc(/C=N/NC(=O)c2sc3nc(C)cc(C)c3c2N)cc1 ?
S1P3 antagonist: 3.4

How did COCCCNC(=O)c1ccccc1-c1cc(C)no1 do in these assays?
S1P3 antagonist: -7.9

Results for Cc1cc(=O)oc2cc(OCC(=O)Nc3nnc(C4CC4)s3)ccc12 ?
S1P3 antagonist: 6.0

How did CCOc1cccc(NC(=O)/C(C#N)=C/c2cccnc2)c1 do in these assays?
S1P3 antagonist: -6.3

How did COc1ccc(C(O)P(=O)(OC(C)C)OC(C)C)c(OC)c1 (configuration not stated) do in these assays?
S1P3 antagonist: -6.7

What do the screens show for `CCS(=O)(=O)c1ccc(O)c(NC(=O)NC2CCCCC2)c1`?
S1P3 antagonist: -16.3

What do the screens show for `COc1ccc(NC(=O)CN(C)C2CCCCC2)cc1Cl`?
S1P3 antagonist: -3.6

What do the screens show for `COc1ccc(CCNC(=O)COC(=O)c2cc(S(=O)(=O)NCc3ccccc3)ccc2O)cc1OC`?
S1P3 antagonist: -1.1

What do the screens show for `CN1C2CCC1CC(NC(=O)CSc1ccc(C(C)(C)C)cc1)C2` (configuration not stated)?
S1P3 antagonist: -5.6

How did O=C(O)c1cccc(COc2ccc3c(c2)CCC3)c1 do in these assays?
S1P3 antagonist: -3.4

What do the screens show for `CCN(Cc1cc(=O)n2ccsc2n1)Cc1nc2cc(OC)c(OC)cc2c(=O)[nH]1`?
S1P3 antagonist: -10.2

Results for COC(=O)N/N=C/c1cccc(OC(=O)c2ccc3c(c2)OCO3)c1 ?
S1P3 antagonist: -4.7

Results for CN(NC1OC(=O)c2ccccc21)c1ccc(C(F)(F)F)cc1[N+](=O)[O-] (configuration not stated) ?
S1P3 antagonist: -1.3

3 entries from above, ordered by heavy-atom count, falling:
Results for COC(=O)N/N=C/c1cccc(OC(=O)c2ccc3c(c2)OCO3)c1 ?
S1P3 antagonist: -4.7

What do the screens show for `CN1C2CCC1CC(NC(=O)CSc1ccc(C(C)(C)C)cc1)C2` (configuration not stated)?
S1P3 antagonist: -5.6

How did CCOc1cccc(NC(=O)/C(C#N)=C/c2cccnc2)c1 do in these assays?
S1P3 antagonist: -6.3

Next entries.
What do the screens show for `CCOC(=O)C1CCN(C(=S)NC2CC3C=CC2C3)CC1` (configuration not stated)?
S1P3 antagonist: -3.7

What do the screens show for `Cc1cccc(CSc2nnc(CCNC(=O)OC(C)(C)C)o2)c1`?
S1P3 antagonist: 3.0

Results for CC1(C)C([N+](=O)[O-])C(c2ccc(F)cc2)NC(c2ccc(F)cc2)C1[N+](=O)[O-] (configuration not stated) ?
S1P3 antagonist: 15.8

How did C=CCNC(=S)Nc1ccc2cn[nH]c2c1 do in these assays?
S1P3 antagonist: 1.4

How did CC(=O)OCc1ccccc1Sc1ccccc1C(=O)NCc1ccccc1 do in these assays?
S1P3 antagonist: -16.1

Results for C/C(=N\NC(=O)c1ccoc1C)c1ccccc1 ?
S1P3 antagonist: 7.5

Results for CCCCN(CCCC)C(=O)C1(P(=O)(c2ccccc2)c2ccccc2)CCC1 ?
S1P3 antagonist: 7.4

Results for CCCOc1ccc(Oc2nc(-c3ccncc3)nc3ccccc23)cc1 ?
S1P3 antagonist: -7.8

What do the screens show for `CCCC(=O)N1CC(=O)Nc2ccc(C)cc2C1c1ccc(F)cc1` (configuration not stated)?
S1P3 antagonist: 7.4

Results for COc1cccc(C(=O)NC(=O)Nc2cc(C)[nH]n2)c1 ?
S1P3 antagonist: -7.7

How did c1ccc2oc(NC3=NCN(C4CCCCC4)CN3)nc2c1 do in these assays?
S1P3 antagonist: -3.5

What do the screens show for `Nc1nc(NCC2CCCO2)nc(Nc2ccccc2F)c1[N+](=O)[O-]` (configuration not stated)?
S1P3 antagonist: 6.8

Results for FC(F)(F)c1ccccc1-n1c(-c2cnccn2)n[nH]c1=S ?
S1P3 antagonist: -13.7

Results for COc1ccc(N2C(=O)CC(NNc3nc4ccccc4s3)C2=O)cc1 (configuration not stated) ?
S1P3 antagonist: -12.8

Results for CCOC(=O)c1cn(Cc2ccc(Cl)cc2Cl)c2cc(C)nn2c1=O ?
S1P3 antagonist: -0.1

How did COc1cccc(-c2nn(-c3ccccc3)cc2/C=C(/NC(=O)c2ccccc2)C(=O)O)c1 do in these assays?
S1P3 antagonist: -5.6

How did CC(=O)Oc1ccc(/C=C2/Oc3ccccc3C2=O)cc1 do in these assays?
S1P3 antagonist: 2.2

How did N=C1C(c2nc3ccccc3s2)=C(O)CN1NC(=O)c1ccco1 do in these assays?
S1P3 antagonist: -17.7

Results for CS(=O)(=O)NCc1nnc(SCc2ccc(C(F)(F)F)cc2)o1 ?
S1P3 antagonist: 5.3

How did O=C(O)[C@H](Cc1ccccc1)NC(=O)N1CCC(Cc2ccccc2)CC1 do in these assays?
S1P3 antagonist: -1.8

Results for CN(C)c1ccc(C(=O)NNC(=O)c2ccc(Cl)cc2)cc1 ?
S1P3 antagonist: -5.8

Results for O=c1ccccn1CCOc1ccc(Cl)cc1 ?
S1P3 antagonist: 7.9

Results for O=C(O)c1ccccc1/C=N/NC(=S)NCc1ccccc1 ?
S1P3 antagonist: 16.3

How did CCOc1ccccc1/C=C/c1cc(C(=O)O)c2ccccc2n1 do in these assays?
S1P3 antagonist: -10.4

How did CCC(=O)N(CCC1(C(C)C)CCOC(C)(C)C1)C(C)c1cccs1 (configuration not stated) do in these assays?
S1P3 antagonist: 3.1

Results for Fc1ccc(COc2ccc(-c3nnco3)cc2)cc1 ?
S1P3 antagonist: -0.6

How did CNC(=O)C(NC(=O)c1ccccc1)=C(C)C do in these assays?
S1P3 antagonist: 2.3

What do the screens show for `Cc1cc(C)nc(N/N=C/c2ccc(Cl)cc2)n1`?
S1P3 antagonist: -18.5

How did O=C(Nc1c(C(=O)O)[nH]c2ccccc12)c1cccc(C(F)(F)F)c1 do in these assays?
S1P3 antagonist: -8.1

What do the screens show for `COc1ccc(C2c3ccc(O)cc3Oc3ncn(CCCO)c(=N)c32)cc1` (configuration not stated)?
S1P3 antagonist: 0.1

Compounds above containing a cyano group:
How did CC(=O)C1=C(C)OC(N)=C(C#N)C1c1cccc2ccccc12 (configuration not stated) do in these assays?
S1P3 antagonist: -6.2

Results for N#CCCC1CCCC=C1N(Cc1ccccc1)C(=O)C(Cl)Cl (configuration not stated) ?
S1P3 antagonist: 13.9

What do the screens show for `N#CC(=C=[N-])c1nc2ccccc2nc1-[n+]1cccc(NC(=O)c2ccccc2)c1`?
S1P3 antagonist: -12.3&-7.0

How did CCOc1cccc(NC(=O)/C(C#N)=C/c2cccnc2)c1 do in these assays?
S1P3 antagonist: -6.3

Next records.
What do the screens show for `CN1C(=S)SC2CS(=O)(=O)CC21C` (configuration not stated)?
S1P3 antagonist: 4.2

Results for Cc1ccc(CNc2nc(N)c([N+](=O)[O-])c(NCCO)n2)cc1 ?
S1P3 antagonist: -4.6

Results for CC(C)C(O)(C(=O)NNc1ccccc1)C(C)C ?
S1P3 antagonist: -15.2

Results for CC(=O)Nc1ccccc1P(=O)(c1ccccc1)c1ccccc1OC(C)=O (configuration not stated) ?
S1P3 antagonist: 6.7

How did Cc1[nH]n(-c2ccccc2)c(=O)c1/C=N/N1CCOCC1 do in these assays?
S1P3 antagonist: -7.6

How did Nn1c(Cc2ccccc2)nc2sc3c(c2c1=O)CCC3 do in these assays?
S1P3 antagonist: -8.5

Results for COC(=O)c1c(C(C)=O)c(C)n(C)c1C ?
S1P3 antagonist: -3.9

How did COc1cc(OC)c2c(=O)cc(-c3cccnc3)oc2c1 do in these assays?
S1P3 antagonist: -11.7

Results for Oc1ccc(/C=N/N2CCN(C3c4ccccc4-c4ccccc43)CC2)cc1O ?
S1P3 antagonist: 11.4

How did COc1cc(/C=C(\C#N)C(=O)NCc2ccccc2)ccc1OCc1ccc(C(=O)O)cc1 do in these assays?
S1P3 antagonist: -0.1

What do the screens show for `CN1C(=O)C2(c3ccccc31)c1c(oc3ccccc3c1=O)C(=O)N2CCCO` (configuration not stated)?
S1P3 antagonist: 3.6

What do the screens show for `COc1ccc(NC(=O)c2cn3c(nc4ccccc43)c(C#N)c2C)cc1`?
S1P3 antagonist: -0.8

What do the screens show for `COCCCN(C(=S)Nc1cc(Cl)cc(Cl)c1)C(C)c1ccccn1` (configuration not stated)?
S1P3 antagonist: -4.2

Results for O=C(CCc1nc2ccccc2s1)NC1CCOC1=O (configuration not stated) ?
S1P3 antagonist: -7.1

What do the screens show for `CCCCCCN=C1CC(C)(C)CC(=O)/C1=C(/O)CCC`?
S1P3 antagonist: 2.1

What do the screens show for `Nc1c(Cl)ncnc1N/N=C/c1ccc(O)cc1`?
S1P3 antagonist: -8.0

How did CSc1ncc(OCc2ccccc2)c(=O)[nH]1 do in these assays?
S1P3 antagonist: 0.7

Results for Cc1cc(C(=O)Nc2ncn(Cc3ccc(F)cc3)n2)ccc1[N+](=O)[O-] ?
S1P3 antagonist: 2.0

How did COc1ccc(CC(=O)Nc2nc3ccccc3[nH]2)cc1 do in these assays?
S1P3 antagonist: 10.8

What do the screens show for `Cc1ccc(C(C)C)cc1NC(=O)Nc1ccc([N+](=O)[O-])cc1`?
S1P3 antagonist: 3.5

How did COCCN(C(=S)Nc1cccc(Cl)c1C)C(C)c1ccco1 (configuration not stated) do in these assays?
S1P3 antagonist: -16.3

Results for C=CCn1c(-c2ccccc2)nc(=S)c2c1CCCC2 ?
S1P3 antagonist: -3.7

What do the screens show for `CCOc1cc(/C=C2/SC(=S)N(CC(=O)O)C2=O)ccc1OC(=O)c1cccs1`?
S1P3 antagonist: -11.8

How did CC(C)c1ccc(N2C(=O)CC(NNC(=O)c3cccnc3)C2=O)cc1 (configuration not stated) do in these assays?
S1P3 antagonist: -14.6

Results for Cn1c(=O)c2c(nc(N/N=C/c3cccnc3)n2Cc2ccccc2)n(C)c1=O ?
S1P3 antagonist: -1.4

Results for Cn1c(N)c(C(=O)CSc2nc3ccccc3c(=O)n2Cc2ccccc2)c(=O)n(C)c1=O ?
S1P3 antagonist: -5.3

How did O=C(Oc1cc(=O)oc2c1c(=O)n1c3c(cccc23)CC1)c1ccc(F)cc1 do in these assays?
S1P3 antagonist: -3.8

Results for CC(C)C(=O)N=C1SC2CS(=O)(=O)CC2N1Cc1ccc(Cl)cc1 (configuration not stated) ?
S1P3 antagonist: 8.4

How did C/C(=N/OC(=O)c1ccc(C(F)(F)F)cc1)c1oc(C)nc1C do in these assays?
S1P3 antagonist: 1.0

What do the screens show for `CC(C)N(Cc1ccccc1)C(=O)Cn1c(=O)cnc2ccccc21`?
S1P3 antagonist: 9.5
